Source: PubChem BioAssay
ATXN2 expr inh – inhibitors of ATXN2 expression; Potency, µM (series often up to 57 µM), for the others: at the highest dose activity change, negative = inhibition, most hits filed as inhibitors; 0.72% of 360,000 active; AID 1745845; HEK-293 ATXN2-luciferase reporter, luminescence, 24 h; also: potency is read from the fitted curve at half-maximal effect; % is scaled to controls: 0 for no effect and ±100 for the full control effect; nearly all actives have a fitted effect of over 55% in size
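qHTS (up to 57 uM final) was run with 24 h compound exposure of reporter cells at 37 °C. Each well was multiplexed: SteadyGlo luminescence measured ATXN2-luciferase expression after a fluorogenic Gly-Phe-AFC viability readout (25 uM final).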
KB-3-1 tox – KB-3-1 parental cell cytotoxicity; KB-3-1 viability, CellTiter-Glo ATP luminescence, 72 h; Potency, µM (titrated, usually from 46.1 µM), inactives show at the highest dose activity change, negative = cytotoxic, most hits filed as cytotoxic; 1.4% of 400,000 active; also: potency is read from the fitted curve at half-maximal effect; % is scaled to controls: 0 for no effect and ±100 for the full control effect; nearly all actives have a fitted effect of over 60% in size
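Multi-concentration cytotoxicity screen in KB-3-1 cells grown in DMEM lacking phenol red with 10% FBS. After 72 h at 37 °C with compound, ATP-dependent luminescence was recorded.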
ATXN viability – viability counter-screen for ATXN expression inhibitors; 0.49% of 400,000 active; Potency, µM (titrated, usually from 56.7 µM), actives largely listed as cytotoxic; S2 cells (HEK-293 line with an ATXN2-luciferase reporter) viability, CellTiter-Fluor protease fluorescence, 24 h; also: potency is read from the fitted curve at half-maximal effect; nearly all actives have a fitted effect of over 40% in size
HT1080-NT tox – kills 2HG-producing HT-1080-NT fibrosarcoma cells; HT-1080-NT fibrosarcoma viability, CellTiter-Glo ATP luminescence, 48 h; 1.6% of 360,000 active; AID 686970; Potency, µM (titrated, usually from 46.1 µM), without a hit: top-dose activity, negative = less viability, most hits filed as cytotoxic;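 also: NT is the 2HG producing partner of a matched IDH1 knockdown line; potency is read from the fitted curve at half-maximal effect; 0% = DMSO-treated cells and -100% = media-only wells without cells; nearly all actives have a fitted effect of over 55% in size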
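HT-1080-NT; 750 cells/well; 5% FBS RPMI; 48 h compound, 37 degrees C; CellTiter-Glo luminescence; curve fitting and curve-class assignment.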
IL-1B inflam inh – blocks inflammasome-driven IL-1 beta release; THP-1 LPS/ATP IL-1B secretion, AlphaLISA, 16 h; active compounds read low; 4.7% of 360,000 active; activity change, % at 57.5 µM; in the data active = activity change below about -50%; inconclusive = mostly about -30% to -49%; also: % is scaled to controls: 0 for no effect and ±100 for the full control effect
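Secreted IL-1B measured by AlphaLISA bead assay after 16 h compound exposure of THP-1 cells; compounds (final up to 57.5 uM) added 1 h before LPS (250 ng/mL) and ATP (1.25 mM) stimulation; lower signal means less secretion.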
KB-V1 cytotox – KB-V1 MDR subline cytotoxicity. KB-V1 MDR cells viability, CellTiter-Glo, 72 h. Potency, µM (doses to about 46.1 µM), without a hit: top-dose activity change, negative = cytotoxicity, hits mostly cytotoxic. 3.4% of 400,000 active; also: potency is read from the fitted curve at half-maximal effect; % is scaled to controls: 0 for no effect and ±100 for the full control effect; nearly all actives have a fitted effect of over 60% in size
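qHTS viability screen in drug-selected KB-V1 MDR cells: 72 h compound treatment at 37 degrees C, ATP luminescence end point.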
SW480 rerep – induces DNA re-replication in SW480 colon adenocarcinoma cells; SW480 DNA re-replication, Hoechst DNA content imaging, 48 h; Potency, µM (doses to about 46.1 µM), for the others: at the highest dose re-replication activation, hits mostly activators; 1.8% of 340,000 active; AID 624297; also: potency is read from the fitted curve at half-maximal effect; % of control where 0% means no effect; nearly all actives have a fitted effect of over 55% in size
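Quantitative HTS format with DMSO vehicle controls; 48 hr drug incubation at 37 C, then 40 min Hoechst staining and scanning imager measurement at 405 nm excitation.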
HT1080 IDH1KD tx – kills HT-1080 cells with IDH1 knockdown. 2% of 360,000 active. AID 686971. Potency, µM (top dose mostly 46.1 µM), for the others: at the highest dose activity, negative = toxicity, actives largely listed as cytotoxic. HT-1080 IDH1 knockdown viability, ATP luminescence, 48 h;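 also: potency is read from the fitted curve at half-maximal effect; 0% = DMSO wells and -100% = cell-free medium wells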
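Viability of IDH1-knockdown HT-1080 fibrosarcoma cells was assessed by CellTiter-Glo after 48 h at 37 °C with titrated compound; concentration-effect curves were classified by fit quality and response size.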
MCF10A rereplic – induces DNA re-replication in MCF 10a normal breast cells; Potency, µM (series often up to 46.1 µM), inactives show top-dose activity, positive = re-replication, most hits filed as activators; 2.9% of 350,000 active; MCF 10A DNA re-replication, Hoechst nuclear intensity, 48 h; also: potency is read from the fitted curve at half-maximal effect; % of control where 0% means no effect; nearly all actives have a fitted effect of over 50% in size
* hit, by the source's call; i = inactive; u = inconclusive; x = no result given; [ ] = another dose, or the depositor's remark. Unless noted, calls follow the shape of the dose curve; as a rule, active = well fitted curve in the direction sought with a large enough effect; inconclusive = small, poorly fitted or top-dose-only effect, or another doubt; inactive = no such curve, though single readings can be large; an effect the other way counts as inactive or inconclusive.

SMILES	ATXN2 expr inh	KB-3-1 tox	ATXN viability	HT1080-NT tox	IL-1B inflam inh	KB-V1 cytotox	SW480 rerep	HT1080 IDH1KD tx	MCF10A rereplic
COc1ccc(COC(=O)c2cc(S(=O)(=O)N3CCCCC3)ccc2N2CCOCC2)cc1	0%	1%	i	-1%	-3	-20%	-4%	4%	1%
Cc1ccc(-n2cc(CN3CCNC(=O)CC3)c(-c3ccc(F)cc3)n2)cc1	0%	15%	i	-1%	x	1%	-17%	-26%	-9%
CC1CN(C(=S)Nc2ccccc2)N(c2ccccc2)C1 (stereo not given)	-2%	-5%	i	3%	41	5%	12%	3%	0%
CCCCc1ccc(C(=O)Nc2ccc3nc(N(CC)CC)cc(C)c3c2)cc1	-17%	0%	i	x	x	0%	x	x	x
O=C(O)c1ccc(S(=O)(=O)c2ccc3c(c2)C(=O)N(NC(=O)c2cccnc2)C3=O)cc1	4%	-1%	i	15%	14	-4%	-7%	2%	-1%
Cc1nn(-c2ccccc2)c(C)c1NC(=O)COc1ccc(F)cc1Cl	-9%	-22%	i	-7%	-4	u	7%	-11%	20%
CCCCSCCCNC(=O)c1ccc2c(c1)N(CC)C(=O)c1ccccc1S2=O (stereo not given)	5%	-26%	i	-1%	-12	u	u	1%	u
CC1(C(=O)Nc2cnc3ccccc3c2)CCN1C(=O)CCc1ccccc1 (stereo not given)	-14%	0%	i	6%	-16	-6%	x	-2%	x
CC(C)CCN1CCN(Cc2ccoc2)CC1CCO (stereo not given)	-1%	-3%	i	14%	-11	-7%	-3%	9%	21%
CCN(CC(=O)NCc1ccc(Cl)cc1)C(=O)CSCC(=O)Nc1ccc(C)cc1	-2%	-5%	i	-14%	-93*	-12%	3%	-9%	12%
CC1(C(=O)OCC(=O)NC(=O)NCc2ccccc2)CC1(Cl)Cl (stereo not given)	1%	0%	i	12%	21	u	-4%	13%	1%
O=C(CSC1=NNC(c2ccccn2)S1)Nc1ccc(C(F)(F)F)cc1 (stereo not given)	u	u	i	15µM*	153	-3%	u	4.1µM*	u
Cc1ccc(-n2c(=O)c3cccnc3n2CC(=O)NCc2ccc(F)cc2)cc1C	-13%	-1%	i	x	x	-11%	x	x	x
COc1ccccc1C(=O)Nc1nc2ccccc2s1	u	u	i	26µM*	-1	u	-1%	21µM*	17%
O=C(CSc1ncccn1)NC(=O)NCc1ccco1	4%	21%	i	17%	0	0%	-1%	-3%	-4%
CCN(C(=O)CN1C(=O)S/C(=C\c2ccc(Cl)cc2)C1=O)C1CCS(=O)(=O)C1 (stereo not given)	-3%	-3%	i	0%	-13	-1%	-7%	0%	-2%
CCOC(=O)C1CCN(c2cc(C)nc3cc(-c4cccc(F)c4)nn23)CC1	-18%	11%	i	8%	9	0%	u	15%	4.1µM*
O=C(c1ccccc1)C1(c2ccccc2)OC1c1ccccc1 (stereo not given)	1%	-14%	i	-5%	9	-4%	3%	0%	-1%
C/C(=N\OCC(=O)OCC(=O)NC(=O)c1ccccc1)c1ccc2c(c1)OCO2	12%	-2%	i	1%	22	-6%	u	2%	20%
O=C(NNS(=O)(=O)c1ccccc1)c1cc2cc3ccccc3nc2s1	22%	29%	i	-8%	-10	7%	2%	-11%	12%
CCOc1ccccc1N(CC(=O)NCC1CCCO1)C(=O)CCC(=O)Nc1ccccn1 (stereo not given)	-16%	2%	i	14%	-1	11%	-4%	13%	4%
Cc1cn(S(=O)(=O)c2cc(Br)ccc2Br)cn1	0%	-19%	i	-22%	-2	u	-14%	-18%	9%
COC(=O)c1ccc(COc2ccc(-c3nnn(CC(N)=O)n3)cc2)cc1	2%	-4%	i	9%	16	u	-3%	2%	7%
O=C(Nc1ccc(NC(=O)c2ccc(Cl)cc2Cl)cc1)c1ccc2c(c1)OCO2	u	6%	i	18%	2	1%	-3%	25%	1%
N#CCC(=O)N/N=C1\CCCCC1C1CCCCC1 (stereo not given)	1%	14%	i	5%	14	0%	-7%	-1%	-1%
CC(=O)N1c2ccc(S(=O)(=O)N3CCC(C(=O)Nc4cc(C)ccn4)CC3)cc2CC1C (stereo not given)	-18%	-15%	i	-3%	-3	-14%	116%	-5%	3%
CCOC(=O)c1[nH]cnc1N=Nc1c(O)ccc2ccccc12	11µM*	0%	10µM*	5.8µM*	43	u	u	6.5µM*	u
CCc1cc(=O)oc2cc(C)cc(OCC(=O)NC(Cc3ccc(Cl)cc3)C(=O)O)c12 (stereo not given)	-9%	u	i	3%	-17	-5%	u	-2%	-32%[inhibitor]
CCOC(=O)c1oc2cc(C)cc(C)c2c1C	-12%	4%	i	-1%	-8	-1%	-19%	3%	-2%
CCC(=O)N1CCc2cc(S(=O)(=O)CCC(=O)N3CCN(c4cccc(C)c4)C(C)C3)ccc21 (stereo not given)	u	-5%	i	x	x	-28%	x	x	x
COc1ccc(OC)c(CNS(=O)(=O)c2cc(-c3cc(C)no3)ccc2OC)c1	x	0%	u	2%	7	5%	-1%	-1%	1%
CCCCNC(=O)CSc1nnc(-c2ccco2)n1C	-8%	-2%	i	1%	-2	14%	-4%	-3%	1%
Cc1ccc(S(=O)(=O)N2CCOCC2)cc1C(=O)NCCN1C(=O)S/C(=C\c2ccccc2Cl)C1=O	2%	u	i	2%	u	u	0%	3%	8%
CCn1c(C)cc2c(c1=O)C(c1ccccc1)C(C(=O)OC)=C(N)O2 (stereo not given)	10%	2%	i	9%[9.24 µM]	-2	-3%	1%	u	16µM*
CCC(=O)Nc1cccc(NC(=O)c2ccc(Br)cc2)c1	x	7%	i	-5%	0	u	10%	-28%	3%
CC1=C(C(=O)Nc2ccccn2)C(c2ccc(F)cc2)n2ncnc2N1 (stereo not given)	9%	-3%	i	0%	20	-1%	13%	0%	0%
CC(=O)c1ccc(OCC(=O)Nc2cccc(S(=O)(=O)N3CCCC3)c2)cc1	-7%	-7%	i	16µM*	-5	u	-5%	-17%	4%
O=C(c1ccc(Cn2cc(Br)cn2)o1)N1N=C(C(F)F)CC1(O)C(F)F (stereo not given)	6%	-18%	i	13%	-3	1%	1%	0%	14%
O=C(N/N=C/c1ccc2c(c1)OCO2)c1cccc2ccccc12	-3%	u	i	u	2	u	103%	u	16µM*
Cc1ccc(S(=O)(=O)N2[C@H](CC(=O)c3ccc(Cl)c(Cl)c3)OC[C@@H]2C(C)C)cc1	x	-18%	x	-12%	-4	-26%	x	-11%	x

Some of these compounds in order of the SW480 rerep value, highest first:
molecule,IL-1B inflam inh,SW480 rerep
O=C(N/N=C/c1ccc2c(c1)OCO2)c1cccc2ccccc12,2,103%
CCC(=O)Nc1cccc(NC(=O)c2ccc(Br)cc2)c1,0,10%
CCCCNC(=O)CSc1nnc(-c2ccco2)n1C,-2,-4%

The results go on:
SMILES	ATXN2 expr inh	KB-3-1 tox	ATXN viability	HT1080-NT tox	IL-1B inflam inh	KB-V1 cytotox	SW480 rerep	HT1080 IDH1KD tx	MCF10A rereplic
O=C(Cn1c(=O)oc2ccccc21)Nc1ccccc1C(F)(F)F	-18%	10%	i	0%	16	25%	-2%	-2%	1%
Cc1ccc(Cl)cc1N1CCN(C(=O)C(=O)N2CCCCC2)CC1	-13%[11.3 µM]	-1%	i	17%	25	0%	-1%	18%	-23%
O=C(NCc1ccccc1Cl)C1CCN(C(=O)c2ccco2)CC1	5%	12%	i	9%	-8	-27%	0%	7%	9%
CC(=O)c1cccc(NC(=O)/C(=C\c2ccco2)NC(=O)c2ccco2)c1	1%	16%	i	11%	9	u	-34%	10%	0%
CC1(C)SC(=S)N(NC(=O)Nc2ccccc2)C1N(O)C(=O)Nc1ccccc1 (stereo not given)	-9%	-10%	u	4%	-16	u	4%	1%	24%
CN(C)C(=O)N1CCCC(C(=O)NCc2cccs2)C1 (stereo not given)	19%	3%	i	8%	27	2%	-3%	7%[9.24 µM]	24%
Cc1oc2ccc(O)c(CN3CCN(C)CC3)c2c1C(=O)Nc1cccc(Cl)c1C	-9%	4%	i	x	x	8%	x	x	x
COc1ccc(-c2nn(-c3ccccc3)cc2/C=C\C(=O)Nc2ccc(C(=O)O)cc2)cc1	3%	2%	i	u	-24	5%	-5%	u	u
C=CCn1c(-c2ccccc2OCC)n[nH]c1=S	7%	7%	i	0%	35	10%	-15%	-1%	9%

Random excerpt: seven records from the list, in no set order.
SMILES	ATXN2 expr inh	KB-3-1 tox	ATXN viability	HT1080-NT tox	IL-1B inflam inh	KB-V1 cytotox	SW480 rerep	HT1080 IDH1KD tx	MCF10A rereplic
COc1ccc(OC)c(CNS(=O)(=O)c2cc(-c3cc(C)no3)ccc2OC)c1	x	0%	u	2%	7	5%	-1%	-1%	1%
CC1(C(=O)Nc2cnc3ccccc3c2)CCN1C(=O)CCc1ccccc1 (stereo not given)	-14%	0%	i	6%	-16	-6%	x	-2%	x
CCOc1ccccc1N(CC(=O)NCC1CCCO1)C(=O)CCC(=O)Nc1ccccn1 (stereo not given)	-16%	2%	i	14%	-1	11%	-4%	13%	4%
CCOC(=O)C1CCN(c2cc(C)nc3cc(-c4cccc(F)c4)nn23)CC1	-18%	11%	i	8%	9	0%	u	15%	4.1µM*
CC1=C(C(=O)Nc2ccccn2)C(c2ccc(F)cc2)n2ncnc2N1 (stereo not given)	9%	-3%	i	0%	20	-1%	13%	0%	0%
Cc1cn(S(=O)(=O)c2cc(Br)ccc2Br)cn1	0%	-19%	i	-22%	-2	u	-14%	-18%	9%
CC1(C(=O)OCC(=O)NC(=O)NCc2ccccc2)CC1(Cl)Cl (stereo not given)	1%	0%	i	12%	21	u	-4%	13%	1%
